Compound activity as filed in PubChem.
ELG1 repair inh: qHTS screen for small molecules that inhibit ELG1-dependent DNA repair in human embryonic kidney (HEK293T) cells expressing luciferase-tagged ELG1. HEK293T ELG1-luciferase reporter, luminescence, 16 h; DNA damage induced by 5-fluorouridine. Potency, µM (doses to about 46.1 µM), for inactives: top-dose activity change, negative = inhibition, actives largely listed as inhibitors. 330,000 compounds, 2.3% hits. AID 504467, 2011; also: potency is read from the fitted curve at half-maximal effect; % is scaled to controls: 0 for no effect and ±100 for the full control effect; nearly all actives have a fitted effect of over 55% in size
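Reporter activity after DNA damage by 5-fluorouridine is monitored. Compound-treated cells incubate 16 hr at 37 °C, then ONE-Glo is added for 30 min before luminescence reading.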
Eya2 phos inh: qHTS Assay for Inhibitors of the Phosphatase Activity of Eya2; Protein phosphatase EYA2 (Homo sapiens), O00167; recombinant Eya2, OMFP fluorescence dephosphorylation (OMFP is methylfluorescein phosphate); Potency, µM (series often up to 76.9 µM), for the others: at the top dose activity, negative = inhibition, most hits filed as inhibitors; 330,000 compounds, 0.006% hits; AID 488837, 2010; also: potency is read from the fitted curve at half-maximal effect; % is scaled to controls: 0 for no effect and ±100 for the full control effect
Target sequence (O00167 whole entry, looked up): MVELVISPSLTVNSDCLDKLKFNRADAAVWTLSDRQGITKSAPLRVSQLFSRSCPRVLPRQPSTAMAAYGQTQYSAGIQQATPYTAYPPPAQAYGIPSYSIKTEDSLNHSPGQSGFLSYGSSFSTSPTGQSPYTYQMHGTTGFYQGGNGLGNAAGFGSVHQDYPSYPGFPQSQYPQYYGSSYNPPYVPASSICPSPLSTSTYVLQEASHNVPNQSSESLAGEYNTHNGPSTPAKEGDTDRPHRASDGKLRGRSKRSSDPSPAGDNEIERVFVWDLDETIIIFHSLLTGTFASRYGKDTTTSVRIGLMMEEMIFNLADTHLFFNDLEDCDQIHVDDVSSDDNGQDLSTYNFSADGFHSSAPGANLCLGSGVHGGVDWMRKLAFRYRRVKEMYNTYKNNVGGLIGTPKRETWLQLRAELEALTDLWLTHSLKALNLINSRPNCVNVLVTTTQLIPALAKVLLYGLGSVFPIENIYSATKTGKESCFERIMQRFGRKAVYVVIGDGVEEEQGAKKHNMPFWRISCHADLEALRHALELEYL
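Eya2 protein (added as 0.2 uM solution) was preincubated with compound for 10 min at ambient temperature in 50 mM HEPES pH 7.5, 50 mM NaCl, 5 uM MgCl2, 0.05% BSA, 1 mM DTT. OMFP (added at 50 uM) then reacted 10 min; fluorescence read at 485/525 nm.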
Mito fusion act: qHTS Assay for Small Molecule Inhibitors of Mitochondrial Division or Activators of Mitochondrial Fusion; S. cerevisiae fusion-defective mutant growth rescue, CellTiterGlo 48 h; Potency, µM (titrated, usually from 46.1 µM), for the others: at the top dose growth rescue (activation), usual class: activators; 320,000 compounds, 0.23% hits; AID 485298, 2010;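 also: potency is read from the fitted curve at half-maximal effect; % of control where 0% means no effect; nearly all actives have a fitted effect of over 45% in size; temperature-sensitive fusion mutants such as fzo1-1 at 37 °C on non-fermentable ethanol glycerol medium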
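S. cerevisiae fusion-defective temperature-sensitive mutants (e.g. fzo1-1, mgm1-5) grown 48 h at 37C in YPEG (ethanol/glycerol non-fermentable) medium with 23 nl compound per well; growth rescue read as CellTiterGlo luminescence.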
B2AR arrestin: qHTS assay of beta-arrestin-biased ligands of beta2-adrenergic receptor; Beta-2 adrenergic receptor (Homo sapiens), P07550; beta-arrestin recruitment to beta2AR, cell-based reporter; Potency, µM (series often up to 46.1 µM), without a hit: top-dose activation, actives largely listed as activators; 330,000 compounds, 0.02% hits; AID 492947, 2010;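 also: potency is read from the fitted curve at half-maximal effect; 0% = DMSO controls and full agonism = EC100 isoproterenol or metaproterenol; nearly all actives have a fitted effect of over 65% in size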
Tb PFK inh: qHTS Assay to Find Inhibitors of T. brucei phosphofructokinase | ATP-dependent 6-phosphofructokinase (Trypanosoma brucei brucei), O15648 | T. brucei PFK, ADP-Glo luminescence | Potency, µM (doses to about 57.5 µM), inactives show top-dose activity, negative = inhibition, usual class: inhibitors | 330,000 compounds, 0.17% hits;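 also: potency is read from the fitted curve at half-maximal effect; 0% = uninhibited 1x PFK enzyme wells and -100% = no-enzyme wells; nearly all actives have a fitted effect of over 60% in size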
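ADP-Glo luminescence quantified ADP after 45 min at room temperature, with 1.25 nM T. brucei PFK, 0.1 mM ATP and 0.5 mM fructose-6-phosphate in pH 8.0 TEA buffer. qHTS titrations up to 57 µM; curves classified by quality.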
BCR signal inh: qHTS Assay to Find Inhibitors of Chronic Active B-Cell Receptor Signaling; ABC-DLBCL IkBa-CBG/CBR reporter, luminescence ratio, 4 h; Potency, µM (series often up to 46.1 µM), for inactives: top-dose ratio change, negative = lower green/red ratio, usual class: inhibitors; 340,000 compounds, 0.05% hits; AID 493014, 2011; active = well fitted inhibition curve with a large enough effect in the signal ratio, with a control signal flat, not every such curve was filed as active; inconclusive = small, poorly fitted or top-dose-only effect, or effect the other way, or a change in a side signal; the % refers to the signal ratio;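 also: potency is read from the fitted curve at half-maximal effect; plate controls were basal doxycycline-induced cells for no effect and cells given 10 µM MG132 for full effect; MG132 reads +100%, hits lower the ratio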
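Cell line TMD8 (human ABC DLBCL), stably expressing tet-inducible CBG68-IkBa fusion and CBR; IMDM/0.5% FBS; cpd up to 46 uM; dox induction, 4 h, 37C/5% CO2; dual luminescence; green/red ratio; MG132 control.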
TCR act: Activators of T cell receptors: qHTS campaign; primary human leukocytes, anti-CD3, IL-2 HTRF, 48 h; AID 504894, 2011; Potency, µM (doses to about 9.22 µM), inactives show top-dose activation of IL-2 secretion, usual class: activators; 330,000 tested, under 10 active; also: % of control where 0% means no effect
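Activity was scored as IL-2 release from primary human leukocytes given only a TCR signal (a-CD3 beads) plus compound for 48 hr. Detection used a two-antibody HTRF format read at 665nm.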
uPA surface inh: qHTS for Inhibitors of Cell Surface uPA Generation; AID 540303, 2011; Potency, µM (doses to about 38.3 µM), without a hit: top-dose activity change, negative = inhibition, usual class: inhibitors; 330,000 compounds, 0.31% hits; cell surface uPA generation assay, qHTS; active = well fitted inhibition curve with a large enough effect; inconclusive = small, poorly fitted or top-dose-only effect; inactive = no such curve, though single readings can be large or run the other way; tested in mouse RAW 264.7 cells; also: potency is read from the fitted curve at half-maximal effect; % is scaled to controls: 0 for no effect and ±100 for the full control effect; nearly all actives have a fitted effect of over 55% in size
TSHR antag: Antagonists of the Thyroid Stimulating Hormone Receptor: HTS campaign. 330,000 compounds, 0.2% hits. AID 504810, 2011. TSHR-expressing cells, TSH-stimulated cAMP HTRF, 2 h; hits give low values. activity change, negative = inhibition, % at 11.5 µM;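 active = activity change below a set negative limit, meaning inhibition stronger than a set level, cut at about -70% in these data; inconclusive = activity change between two set negative limits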; also: % is scaled to controls: 0 for no effect and ±100 for the full control effect
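TSHR-expressing cells were treated with compounds, then stimulated with TSH at EC80 (4nM final) for 2 hours at 37 deg C. Cellular cAMP was measured by HTRF competition between lysate cAMP and cAMP-d2 for a cryptate-labelled anti-cAMP antibody.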
PTAP TSG101 blk: qHTS Assay for Iinhibitors of HIV-1 Budding by Blocking the Interaction of PTAP/TSG101; Tumor susceptibility gene 101 protein (Homo sapiens), Q99816; Fluorescence polarization, FITC-PTAP peptide / Tsg101 binding; Potency, µM (series often up to 115 µM), without a hit: at the highest dose activity change, negative = inhibition, hits mostly inhibitors; 340,000 tested, under 10 active; AID 493005, 2010; active = well fitted inhibition curve with a large enough effect in the main read-out, with a control signal flat, not every such curve was filed as active; inconclusive = small, poorly fitted or top-dose-only effect, or effect the other way, or a change in a side signal; inactive = no such curve, though single readings can be large or run the other way; also: potency is read from the fitted curve at half-maximal effect; % of control where 0% means no effect
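Fluorescence polarization binding of Tsg101 binding domain (10 uM final) to FITC-labeled PTAP peptide (50 nM final) in HEPES pH 7.5 buffer with NaCl, Tween 20, EDTA, TCEP. Compounds added before peptide; binding 20 min at RT.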
USP2a inh: qHTS Assay for Inhibitors of Ubiquitin-specific Protease USP2a Using CHOP2 as the Reporter; Ubiquitin carboxyl-terminal hydrolase 2 (Homo sapiens), O75604; USP2 core, Ub-CHOP2 coupled fluorogenic reporter, 485/531; Potency, µM (top dose mostly 38.3 µM), for the others: top-dose activity change, negative = inhibition, usual class: inhibitors; 330,000 compounds, 0.01% hits; AID 463254, 2010;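 also: potency is read from the fitted curve at half-maximal effect; plate controls were DMSO wells for no effect and full inhibition by NEM control for full effect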
Target sequence (O75604 whole entry, looked up): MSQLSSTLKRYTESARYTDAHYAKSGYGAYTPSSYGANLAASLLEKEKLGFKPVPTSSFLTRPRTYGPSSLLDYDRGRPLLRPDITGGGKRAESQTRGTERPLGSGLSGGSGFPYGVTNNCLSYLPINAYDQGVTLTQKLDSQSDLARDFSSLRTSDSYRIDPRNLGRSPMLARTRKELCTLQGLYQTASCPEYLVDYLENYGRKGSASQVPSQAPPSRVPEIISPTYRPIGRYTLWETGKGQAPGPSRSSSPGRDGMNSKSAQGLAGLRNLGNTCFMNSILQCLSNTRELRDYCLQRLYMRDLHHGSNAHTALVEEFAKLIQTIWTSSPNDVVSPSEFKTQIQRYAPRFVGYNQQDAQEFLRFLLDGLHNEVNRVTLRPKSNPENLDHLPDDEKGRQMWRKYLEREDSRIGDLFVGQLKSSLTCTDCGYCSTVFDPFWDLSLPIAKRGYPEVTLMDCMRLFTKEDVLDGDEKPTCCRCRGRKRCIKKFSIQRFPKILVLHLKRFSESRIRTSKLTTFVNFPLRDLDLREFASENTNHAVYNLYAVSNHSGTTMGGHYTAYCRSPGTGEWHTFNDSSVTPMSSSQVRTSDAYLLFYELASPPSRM
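USP2 core (10nM final) preincubated 30min RT with compound in 20mM Tris-HCl pH 8.0, 2mM CaCl2, 2mM beta-mercaptoethanol, 0.05% CHAPS; 25nM Ub-CHOP2 plus 25nM reporter substrate added, fluorescence (Ex485/Em531) read after 60min.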
Numbers without * were called inactive; ? = inconclusive; nt = not tested or not shown; [ ] = dose if it differs, or a comment. Unless noted, calls follow the shape of the dose curve; as a rule, active = well fitted curve in the direction sought with a large enough effect; inconclusive = small, poorly fitted or top-dose-only effect, or another doubt; inactive = no such curve, though single readings can be large; an effect the other way counts as inactive or inconclusive.

Screens in order – ELG1 repair inh | Eya2 phos inh | Mito fusion act | B2AR arrestin | Tb PFK inh | BCR signal inh | TCR act | uPA surface inh | TSHR antag | PTAP TSG101 blk | USP2a inh
> Clc1ccc(-c2ccccc2)nn1
    -5% | 13% | -1% | -0.6% | 1% | 3% | -3% | -2% | -7 | -1% | 1%
> CCOC(=O)c1oc2ccc(Br)cc2c1NC(=O)CN1CCN(C)CC1
    4% | 3% | 1% | 0.0% | -7% | ? | -7% | 17% | 3 | -6% | 1%
> CCOC(=O)[C@@H]1[C@H]2COc3cc(OC)ccc3[C@H]2N2C(=O)N(c3ccc(C)cc3)C(=O)[C@]12C
    -8% | -6% | nt | 0.3% | 1% | -1% | -2% | 8% | -1 | -1% | 2%
> O=C(CCNC(=O)c1ccccc1Cl)NCc1ccco1
    4% | -4% | 3% | -0.2% | -25% | 4% | -1% | 11% | 1 | -6% | 1%
> Cc1ccc(C(=O)N/C(=C\c2ccc(-c3cccc([N+](=O)[O-])c3)o2)C(=O)NCCCN2CCOCC2)cc1
    -12% | -6% | 20% | 0.6% | -1% | ? | -2% | 22% | -25 | -1% | -1%
> CC(C)OC(=O)c1ccc(Cn2nnc3ccccc3c2=O)cc1
    14% | -20% | 10% | 0.1% | 7% | -14% | 7% | 2% | 2 | -2% | -2%
> CC1(c2cccc(Br)c2)NC(=O)N(CC(=O)Nc2ccc(S(N)(=O)=O)cc2)C1=O (configuration not stated)
    30% | -13% | -2% | -0.6% | -1% | -13% | -2% | 9% | 7 | -2% | -1%
> COc1ccc(S(=O)(=O)NCCc2cn3nc(C)c(C)nc3n2)cc1C
    -3% | -3% | 0% | -0.1% | 0% | 0% | -4% | 4% | 14 | -3% | 3%
> O=C(Nc1cccs1)Nc1c(F)c(F)c(F)c(F)c1F
    -21% | 4% | -2% | -0.8% | -8% | -4% | -1%[46.1 µM] | -4% | 1 | 1% | 3%
> CC(=O)c1ccc(N2CCN(S(=O)(=O)c3ccccc3)CC2)c(F)c1
    -2% | 0% | 5% | -0.1% | 0% | -7% | -29% | -1% | -9 | 1% | 0%
> COc1ccc(-c2n[nH]c3c2CN(C(=O)c2ccc(OC)c(OC)c2)CC3)cc1
    ? | 0% | 1% | -0.8% | -1% | ? | 0% | 3.2µM* | 14 | -5% | -2%
> COCCCn1c(SCC(=O)Nc2oc(C)c3c(C)n[nH]c(=O)c23)nc2ccccc2c1=O
    ? | 29% | -5% | -0.8% | 3% | ? | -3% | -4% | -7 | -4% | -1%
> CCOc1ccccc1N1CCN(Cc2c(C)n(C)n(-c3ccccc3)c2=O)CC1
    5% | -8% | 3% | 0.2% | 2% | -5% | 3% | -1% | 4 | 1% | 2%
> CC1CN(CCC(=O)Nc2ccc3c(c2)OCO3)CC(C)O1 (configuration not stated)
    -2% | 8% | 0% | -0.3% | 5% | -1% | 15% | 5% | -5 | -1% | 2%
> COc1ccc(CC(CC(=O)O)C(=O)Nc2ccc(OC)cc2)cc1 (configuration not stated)
    -1% | -2% | 2% | 0.0% | 1% | 2% | -2% | 1% | -3 | -2% | 3%
> CCCCCCCCCCn1ccc(=N)cc1
    ? | -7% | -22% | -0.2% | 4% | ? | 0% | -11% | -14 | 0% | -3%
> Cc1ccc(S(=O)(=O)NCc2cccnc2)cc1C
    -11% | 0% | 4% | -1.2% | 2% | 5% | -19% | 3% | -17 | -1% | 0%
> Cc1cccnc1NC(=O)c1ccc(Cl)c(S(=O)(=O)N2CCCCC2)c1
    -2% | 4% | 0% | -0.3% | -4% | -1% | -4% | -2% | 7 | -2% | 4%
> COC(=O)CCC(=O)OC1(C)C(=O)C=C2C=C(C3CC3)N(c3ccccc3)C=C2C1=O (configuration not stated)
    -1% | -2% | 8% | -0.6% | 3% | 9% | 4% | 2% | -5 | 0% | 2%
> Cc1ccc[n+](CC(=O)Nc2ccc(N(C)C)cc2)c1
    0% | 2% | 0% | -0.1% | -3% | 1% | 11% | 1% | -12 | 0% | 0%
> CCCCCCSc1cc(-c2nc3ccc(C)cn3c2NCc2ccccc2)ccc1OC
    ? | 2% | 25% | -0.1% | 0% | ? | 2% | ? | -16 | 1% | 5%
> Cc1cc(C(=O)COC(=O)c2ccc(NC(=O)CC#N)cc2)c(C)n1C1CC1
    ? | -17% | 3% | -0.6% | -7% | ? | 0% | 0% | 0 | -7% | 8%
> CCC(C)(C)NC(=O)c1ccc2c(c1)N(CC(=O)N1CCCC1)C(=O)C(C)(C)O2
    ? | 1% | 0% | -0.5% | 1% | 1% | 4% | -11% | -12 | -5% | -2%
> CC(C)[C@H](NC(=O)c1ccccc1)C(=O)OCC(=O)NCCc1ccc(F)cc1
    6% | 1% | -14% | -0.9% | -5% | ? | 7%[46.1 µM] | 2% | -2 | -1% | 0%
> CCCCCCCCCC[N+](C)(C)CC/C=C1/c2ccccc2Sc2ccc(Cl)cc21
    -11% | -10% | -71%[inhibitor] | 0.2% | 4% | 0% | 0% | -12% | 0 | -1% | ?
> O=C(c1ccc([N+](=O)[O-])cc1[N+](=O)[O-])N1CCc2ccccc21
    -22% | -9% | -14% | -1.1% | 0% | 0% | 7% | -13% | 7 | -6% | -7%
> CCOc1ccc(C(NC(=O)c2ccco2)c2ccc(OC)c(OC)c2)cc1 (configuration not stated)
    2% | 4% | -9% | 4.4% | 0% | ? | 0% | -3% | 8 | -9% | 0%
> CCN(CC)C(=O)C1CCCN(c2ccc([N+](=O)[O-])cc2/C=N/NC(=O)c2ccccc2)C1 (configuration not stated)
    ? | 3% | 0% | -0.6% | -1% | 2% | 0%[46.1 µM] | 6% | -17 | -1% | 1%
> Cc1ccc(S(=O)(=O)N(C)c2ccc3c(ncn3C)c2[N+](=O)[O-])cc1
    2% | -12% | -8% | 0.1% | -16% | 1% | 5% | -1% | -2 | 0% | 2%
> O=C(CCCCCCCC(=O)NCC1CCCO1)NCC1CCCO1 (configuration not stated)
    4% | 0% | -6% | -0.5% | -3% | -2% | 9%[46.1 µM] | nt | 4 | 1% | -11%
> COc1cc2c(cc1OC)CN(C(=O)CCN1C(=O)C3CCCCC3C1=O)CC2 (configuration not stated)
    -8% | 12% | -5% | 0.1% | 2% | -8% | 1% | -2% | -7 | -10% | -1%
> CCc1nnc(NC(=O)CCN2C(=O)c3ccccc3C2=O)s1
    0% | -3% | 14% | 8.3% | 1% | 3% | -6% | 3% | -22 | -5% | 2%
> Cc1c(Nc2ccc(C=O)cc2)c(=O)n(-c2ccccc2)n1C
    8% | -18% | -6% | -0.7% | -8% | 2% | 3% | -1% | -9 | -6% | 9%
> O=C1c2ccccc2C(=O)N1S(=O)(=O)c1ccccc1
    -6% | -9% | 0% | 0.0% | 2% | 2% | 0% | -2% | -5 | -6% | -1%
> COc1ccccc1OCc1ccc(C(=O)Nc2ccccc2F)cc1
    ? | -5% | -1% | 0.1% | -7% | ? | 11%[46.1 µM] | 4% | -1 | -1% | 4%
> Cc1ccc(S(=O)(=O)N2CCN(c3ccc(C(=O)N4CCOCC4)cc3[N+](=O)[O-])CC2)cc1
    18µM* | -5% | -2% | -0.4% | -14% | 0% | 4%[46.1 µM] | -5% | -7 | -1% | -2%
> O=C(N1CCN(Cc2ccccc2)CC1)C12CC3CC(CC(C3)C1)C2
    -19% | 6% | 1% | 0.0% | -1% | -16% | 3% | 3% | -13 | -3% | 0%
